Artemis inh: blocks endonuclease activity of human Artemis; Q96SD1; recombinant Artemis, quenched FAM hairpin cleavage fluorescence; inhibition, % at 10 µM; actives 0.78% (n = 30,000); AID 686954;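 active means at 10 µM dose, at least 30% inhibition, measured as corrected fluorescence normalized to stimulator and neutral control wells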
Target sequence (Q96SD1 whole entry, looked up): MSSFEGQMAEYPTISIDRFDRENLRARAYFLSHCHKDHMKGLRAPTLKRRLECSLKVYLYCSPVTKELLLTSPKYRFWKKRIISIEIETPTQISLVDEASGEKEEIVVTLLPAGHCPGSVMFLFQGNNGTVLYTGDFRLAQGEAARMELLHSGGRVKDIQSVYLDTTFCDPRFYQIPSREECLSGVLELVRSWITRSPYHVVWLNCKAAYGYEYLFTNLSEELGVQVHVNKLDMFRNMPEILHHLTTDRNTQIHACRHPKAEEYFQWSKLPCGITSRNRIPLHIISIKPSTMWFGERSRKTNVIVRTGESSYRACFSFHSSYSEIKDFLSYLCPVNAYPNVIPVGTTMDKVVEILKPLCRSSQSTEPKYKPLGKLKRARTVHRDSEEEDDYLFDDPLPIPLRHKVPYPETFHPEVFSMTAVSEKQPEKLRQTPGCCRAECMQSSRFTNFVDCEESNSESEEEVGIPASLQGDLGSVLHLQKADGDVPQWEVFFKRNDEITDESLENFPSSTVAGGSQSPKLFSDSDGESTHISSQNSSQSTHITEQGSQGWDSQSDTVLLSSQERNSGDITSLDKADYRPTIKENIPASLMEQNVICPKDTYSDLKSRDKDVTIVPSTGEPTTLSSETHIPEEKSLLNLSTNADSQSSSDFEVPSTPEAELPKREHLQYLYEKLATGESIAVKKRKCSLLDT
An asterisk follows results filed as active. These rows are one share of the data; rates above refer to the full screens.

SMILES	Artemis inh
COCCCn1c(SCC(=O)Nc2ccccc2)nnc1-c1ccncc1	-5
Cc1ccc(C(=O)NC(=S)Nc2cc(-c3nc4ccccc4s3)ccc2C)cc1	-3
Cc1noc(C)c1S(=O)(=O)Nc1ccc(C(=O)NCc2ccccc2)cc1	0
CC(=O)NS(=O)(=O)c1cccnc1Nc1ccc(Cl)c(Cl)c1	8
CN(C)CCNc1nc(-c2ccccc2)c2c(c1C#N)CC(C)(C)OC2	5
Cc1cccc(OCC(=O)N2CCN(C(=O)CCC3CCCC3)CC2)c1	2
Cc1cc(C(F)F)n2nc(C(=O)NCc3ccccc3F)nc2n1	-1
CC1(C)C(c2ccc(Cl)cc2)=[N+]([O-])C2(CCCC/C2=N\O)N1O (centres undefined)	-3
Cc1ccc(CSc2nnc(-c3ccc4c(c3)OCO4)o2)cc1	-1
Cn1/c(=N/N=C/c2ccc(Cl)c([N+](=O)[O-])c2)sc2ccccc21	4
Cc1cc(N2CC(C(=O)O)CC2=O)ccc1Br (centres undefined)	-11
c1ccc(-c2cn3c(n2)CCC3)cc1	-5
Cc1ccc(C(C(=O)NC2CCCCC2)N2CCCC2)cc1 (centres undefined)	2
CCOC(=O)CNC(=O)CSc1nc(N(C)C)nc(N2CCOCC2)n1	-10
O=C(Cn1nnc2ccccc2c1=O)Nc1cc(C(F)(F)F)ccc1N1CCOCC1	-7
O=C(Cc1ccccc1)Nc1ccc2oc(-c3ccncc3)nc2c1	3
Cc1nn(C)c(C)c1/C=N/O	-4
COc1ccc2nc3c(cc2c1)c(NC(=O)c1cccs1)nn3CC(C)C	6
CN(c1ccc(C(=O)NC2CC2)cc1)S(=O)(=O)c1ccccc1	-1
CSc1cccc(NC(=O)CN(c2cc(C)ccc2C)S(C)(=O)=O)c1	0
COc1ccc(Oc2nc3c(c(=O)n(C)c(=O)n3C)n2Cc2cccc(OC)c2)cc1	-3
CC(=O)n1nc(-c2ccco2)nc1N	-2
O=C(O/N=C1/CCSc2ccccc21)c1ccccc1	-5
Cc1c(Cl)cccc1NC(=S)NCc1ccc(Cl)cc1	6
O=C(CNS(=O)(=O)c1cccs1)N1CCN(c2ccccn2)CC1	-6
CCS(=O)(=O)c1ccc2oc(Nc3ccccc3C)nc2c1	-1
CCc1nc(SCc2ccc(F)cc2)[nH]c(=O)c1C#N	-1
COc1ccc(CCNC(=O)Cn2c(=O)cnc3ccccc32)cc1	2
COc1cc2c(cc1OC)C(C(=O)Nc1ccc3c(c1)OCCO3)C1c3ccccc3CCN1C2=O (centres undefined)	5
O=C(CSc1nccn1-c1ccc(F)cc1)Nc1ccc2c(c1)OCO2	1
CC(C)(CO)Nc1nc(Nc2ccccc2)nc(Nc2ccccc2)n1	17
CCOc1ccc(Cc2nn[nH]n2)cc1	-4
Cc1ccc(C)c(NC(=O)CCN2CC(C)OC(C)C2)c1 (centres undefined)	2
Cc1onc(-c2ccccc2)c1C(=O)Nc1ccc2c(C)cc(=O)oc2c1	-8
COc1ccc(NC(=O)CSc2nncn2C)cc1OC	5
COc1ccc(N2CCN(c3ccc(N)cc3C#N)CC2)cc1	5
CCOC(=O)C1CCN(S(=O)(=O)c2c(C)n[nH]c2C)CC1	-3
CC12CCC(C(=O)Nc3cccnc3)(CC1=O)C2(C)C (centres undefined)	-8
Cc1ccccc1NC(=O)Nc1ccccc1C(=O)NCc1ccccc1	-5
O=C(CCN1C(=O)c2cccnc2C1=O)NC1CCCCCC1	4

Continued; it opens with the six that closed the last part.
SMILES	Artemis inh
COc1ccc(NC(=O)CSc2nncn2C)cc1OC	5
COc1ccc(N2CCN(c3ccc(N)cc3C#N)CC2)cc1	5
CCOC(=O)C1CCN(S(=O)(=O)c2c(C)n[nH]c2C)CC1	-3
CC12CCC(C(=O)Nc3cccnc3)(CC1=O)C2(C)C (centres undefined)	-8
Cc1ccccc1NC(=O)Nc1ccccc1C(=O)NCc1ccccc1	-5
O=C(CCN1C(=O)c2cccnc2C1=O)NC1CCCCCC1	4
O=C(c1ccco1)N1CCN(S(=O)(=O)c2ccc3c(c2)OCCO3)CC1	-4
O=C(NCCN1Cc2ccccc2C1=O)c1cccs1	-2
CCN=C1SC(CC(=O)NCCc2ccc(OC)c(OC)c2)C(=O)N1CC (centres undefined)	6
CCOCCCNC(=O)C(NC(=O)CNC(C)=O)c1ccc(Cl)cc1 (centres undefined)	-6
Cc1noc(C)c1COC(=O)c1cc2c(C)nn(-c3ccc(F)cc3)c2s1	3
O=c1c2ccccc2nc(-c2ccoc2)n1CCc1ccccc1	9
Cc1cc(=O)oc(C)c1C(=O)NCCNC(=O)c1c(C)cc(=O)oc1C	1
CC1=C(C(=O)Nc2ccccn2)C(c2ccccc2)n2ncnc2N1 (centres undefined)	20
CCOC(=O)c1nc(N)sc1C(=O)OCC	-6
C=CCN1CC2CC3(COc4cc(C)cc(C)c4)C=CC2(O3)C1=O (centres undefined)	-11
CCSc1nnc(NC(=O)c2ccco2)s1	-12
O=C(Nc1cccc(C(F)(F)F)c1)N(Cc1ccc(Cl)cc1)CC(O)C(F)(F)F (centres undefined)	1
Fc1ccc(-c2nnc(NC3=NCCCCC3)o2)cc1	4
O=C(Nc1ccccc1Cl)c1cccc(COc2cc(Cl)ccc2Cl)c1	8
CCN=C1SC(CC(=O)NC(C)C)C(=O)N1CC (centres undefined)	-5
Cc1cc(C)n2nc(-c3sccc3-n3c(C)ccc3C)cc2n1	-2
O=C(c1ccccc1)c1nnc(-c2ccncc2)o1	-8
COc1ccc(CCNC(=O)CSc2nc(N)c3c(C)c(C)oc3n2)cc1OC	5
CS(=O)(=O)Nn1cnc2ccccc2c1=O	-2
CCOC(=O)c1sc(NC(=O)CCN2CCOCC2)c(C(=O)OCC)c1C	-2

A few values from the results shown.
CCN=C1SC(CC(=O)NC(C)C)C(=O)N1CC (centres undefined) in Artemis inh is entered as -5
O=C(NCCN1Cc2ccccc2C1=O)c1cccs1 in Artemis inh is entered as -2
Cc1ccc(C(=O)NC(=S)Nc2cc(-c3nc4ccccc4s3)ccc2C)cc1 in Artemis inh is entered as -3

(further entries)
| compound | Artemis inh |
| --- | --- |
| COc1ccc2ccc(Oc3ncccn3)cc2c1 | -2 |
| O=C(NCc1ccc(F)cc1)c1c(O)c2cccc3c2n(c1=O)CCC3 | 2 |
| O=C(c1ccccc1)c1cccc(NC(=O)c2ccco2)c1 | -4 |
| Cc1ccc(C2Nc3ccccc3C(=O)N2Cc2ccco2)cc1 (centres undefined) | 2 |
| Cc1cc(NC(=O)CCc2ccc(C)o2)no1 | 2 |
| Cc1ccc(OCCSCc2nc3ccccc3[nH]2)cc1 | 1 |
| O=S(=O)(N1CCCCC1)N1CCN(S(=O)(=O)N2CCCCC2)CC1 | -1 |
| O=C(NCc1ccco1)C1CC(=O)N(c2ccc(F)cc2)C1 (centres undefined) | -1 |
| CCCCCCCCOc1ccc(C2OC34CCCCC3C(C#N)(C#N)C2(C#N)C(=N)O4)cc1 (centres undefined) | 9 |
| Cc1cccc(NC(=S)NC(=O)C(c2ccccc2)c2ccccc2)n1 | 4 |
| COc1ccccc1N1CCN(C(=O)/C=C/c2ccccc2)CC1 | -1 |
| O=C(OCC(=O)N1CCN(C(=O)c2ccco2)CC1)c1cn(-c2ccccc2)nc1-c1ccccc1 | 0 |
| CCCS(=O)(=O)c1cn2cccc(N)c2c1S(=O)(=O)CCC | 2 |
| Cn1c(=O)c2[nH]c(N3CCOCC3)nc2n(-c2ccccc2)c1=O | 0 |
| Nc1ccc(-c2nc3ccc(-c4nc5ccccc5o4)cc3[nH]2)cc1 | 13 |
| O=C(/C=C/Nc1ccc(F)c(Cl)c1)c1ccco1 | -1 |
| COc1ccc(NC(=O)C2CC(=O)NC(Nc3cccc(C)c3)=N2)cc1 (centres undefined) | -1 |
| FC(F)(F)C1=CC(c2ccc(Br)cc2)=NCCN1 | -11 |
| COc1ccc(C(=O)n2nc(-c3ccccc3)nc2SC)cc1 | -5 |
| CC(=O)c1cc(C#N)c(SCc2ccncc2)nc1C | -3 |
| CCOC(=O)c1c(=O)n(O)c2ccc(OC)cc2[n+]1[O-] | 5 |
| CCOc1ccc(-c2cc(C)n3nc(C(N)=O)cc3n2)cc1 | 1 |
| COc1cccc(NC(=O)CN2CCN(S(=O)(=O)c3ccc(C(C)C)cc3)CC2)c1 | -4 |
| COc1ccc(Cn2nnnc2C(c2cc(OC)ccc2OC)N2CCC(C(N)=O)CC2)cc1 (centres undefined) | -8 |
| CCOC(=O)C12CNC(=O)C(C(=O)OCC)(CNC1=O)C2 | -8 |
| COc1ccc(C(=O)Nc2ccccc2C(=O)N/N=C/c2ccc(O)c(OC)c2)cc1 | 3 |
| O=C(O)c1ccc(C2SCC(=O)N2Cc2ccccc2)cc1 (centres undefined) | 7 |
| Cc1cc(/C=C(/C#N)C(=O)Nc2ccccc2)c(C)n1-c1cccnc1 | 18 |
| O=C1Nc2cc3c(cc2Sc2ccccc21)OCCO3 | 0 |
| O=C(NCC1CCCO1)c1ccccc1-c1nc(-c2ccc(F)cc2)no1 (centres undefined) | -1 |
| CCOC(=O)c1c(COC(=O)c2ccco2)nc2ccccc2[n+]1[O-] | -6 |
| O=c1c2ccccc2c2ccccc2c(=O)n1CC1CCCO1 (centres undefined) | 1 |
| O=C(CN1CCOCC1)N1CCc2ccccc2C(c2ccccc2)C1 (centres undefined) | -2 |
| CC(C)C1C(C#N)=C(N)Oc2n[nH]c(-c3ccccc3)c21 (centres undefined) | -2 |
| Cc1c(/C(O)=C2/C(=O)C(=O)N(CCN3CCOCC3)C2c2cccs2)cnn1-c1ccccc1 (centres undefined) | -5 |
| CCOc1ccc(NC(=O)CSc2nnnn2CC(=O)O)cc1 | -11 |
| COc1ccc2ccccc2c1CN1CCN(C(=O)c2ccccc2)CC1 | 0 |
| C=CCSc1nnc(-c2cc3c(-c4ccccc4)nn(C)c3s2)n1C | 15 |
| CCCC(=O)Nc1ccc(NC(=O)C2CC2)cn1 | 10 |
| O=C(Nc1nnc(C2CC2)s1)C1Cc2ccccc2CN1S(=O)(=O)c1cccs1 (centres undefined) | 8 |
| COCCNC(=O)C(C)N(c1ccc(Oc2ccccc2)cc1)S(C)(=O)=O (centres undefined) | -12 |
| CCN(c1ccc(NC(=O)COC(=O)CCC(=O)c2ccc(F)cc2)cc1)C(C)C | 7 |
| CCNC(=O)c1sc(=S)n(CC)c1N | -2 |
| COc1ccc(C(=O)Oc2ccc(C(C)=O)cc2)c(OC)c1 | 4 |
| O=C(CSc1ncnc2sc3c(c12)CCCC3)c1ccco1 | 20 |

Part of the list above, with each value named:
CCOc1ccc(NC(=O)CSc2nnnn2CC(=O)O)cc1
  Artemis inh: -11

Cc1ccc(C2Nc3ccccc3C(=O)N2Cc2ccco2)cc1 (centres undefined)
  Artemis inh: 2

O=S(=O)(N1CCCCC1)N1CCN(S(=O)(=O)N2CCCCC2)CC1
  Artemis inh: -1

O=C(NCc1ccc(F)cc1)c1c(O)c2cccc3c2n(c1=O)CCC3
  Artemis inh: 2

Later entries:
| compound | Artemis inh |
| --- | --- |
| COc1ccc(S(=O)(=O)N(Cc2ccccc2)Cc2nc(-c3ccccc3)no2)cc1 | 6 |
| Cc1ccc(NC(=O)Cc2cn3ccsc3n2)nc1 | -5 |
| Cc1ccc(C(=O)C(C(=O)/C=C/c2ccccc2)=C2SCCCS2)cc1 | 6 |
| COCCCNC(=O)c1cccc(OC)c1OC | -1 |
| CCOc1ccccc1CN(CCc1ccc2c(c1)OCO2)Cc1ccccn1 | 5 |
| Cc1cc(Nc2ccc(Cl)cc2)n(-c2ccccc2)n1 | -9 |
| CN1C(=O)c2ccccc2N(C)C1c1ccc2c(c1)OCO2 (centres undefined) | 4 |
| Cc1cc(C)n(-c2c(F)c(F)c(COC(=O)c3ccccc3)c(F)c2F)n1 | -1 |
| N#CC1=C(N)NC(SCc2ccc(F)cc2)=C(C#N)C12CCCCC2 | 9 |
| COc1ccc(Cl)cc1N1C(=O)CC(N2CCc3ccccc32)C1=O (centres undefined) | 8 |
| O=C(Cc1nc2ccccc2[nH]1)NCc1ccco1 | -2 |
| CN(C)C(=O)N1CCN(C(=O)N2CCOCC2)CC1 | -2 |
| O=C(CCCn1ncn2c(cc3occc32)c1=O)N1CCc2ccccc2C1 | -5 |
| O=C(NCc1cccnc1)/C(=C/c1ccc(-c2cccc(Cl)c2)o1)S(=O)(=O)c1ccccc1 | 1 |
| COc1ccc(OC)c(C(c2nnnn2CC2CCCO2)N2CCN(C3CCCC3)CC2)c1 (centres undefined) | -5 |
| COC(=O)C1=C2SC(C)C(=O)N2C(N)=C(C#N)C1c1cc(OC)c(OC)c(OC)c1 (centres undefined) | 0 |
| COC(=O)c1cc2c(cc1NC(=O)CSCCc1ccccn1)OCO2 | -2 |
| Nc1nc2ccc(C(=O)Nc3ccccc3)cc2s1 | 9 |
| CCCC(c1nnnn1C1CCCC1)N1CCN(C(=O)c2ccco2)CC1 (centres undefined) | -7 |
| O=C(O)COc1ccc(/C=N/NC(=O)C2CCCN2S(=O)(=O)c2ccc(Cl)cc2)cc1 (centres undefined) | -9 |
| CCOC(=O)Cc1csc(SCC(=O)Nc2cccc(Cl)c2)n1 | 0 |
| Cc1cccc(OCCNc2nc3c(c(=O)n(C)c(=O)n3C)n2C)c1 | 6 |
| c1cncc(-c2nc3ccccc3o2)c1 | 4 |
| N#Cc1c(N)nc(SCC(=O)C23CC4CC(CC(C4)C2)C3)c(C#N)c1-c1ccc(Cl)cc1 | -1 |
| c1ccc2c(c1)c1c3n2CCNC3CCC1 (centres undefined) | -8 |
| C(=N\c1nccs1)/c1cccnc1 | 12 |
| COc1ccc(C2CC(=O)C(C=NCCO)=C(O)C2)cc1OC (centres undefined) | -6 |
| Cc1c(NC(=O)C(C)Sc2ccc3ccccc3n2)c(=O)n(-c2ccccc2)n1C (centres undefined) | 5 |
| O=C(OCC(=O)N1CCN(C(=O)c2ccco2)CC1)c1cc(=O)c2ccccc2o1 | -1 |
| CC(C)OCCCNCc1cccs1 | -8 |
| COc1ccc(C(O)Cn2c(=N)n(CCCN(C)C)c3ccccc32)cc1 (centres undefined) | 0 |
| O=C1Cc2ccccc2C(=O)N1Cc1ccccc1 | 25 |
| Cc1cc(C)cc(-n2c(C)cc(/C=N/NC(=O)CN(c3c(C)cccc3C)S(C)(=O)=O)c2C)c1 | 2 |
| O=c1c2sc3nc(N4CCOCC4)c4c(c3c2nnn1Cc1ccccc1)CCCC4 | 16 |
| O=C(NCc1ccccn1)c1c(O)c2cccc3c2n(c1=O)CC3 | 5 |
